Screening data as filed in PubChem BioAssay.
GalR3 antag = antagonists of human GalR3 | O60755 | inhibition, % at 3 µM | 360,000 tested, 0.44% active | HEK293 GalR3-CNG cAMP membrane potential fluorescence; galR3 body fused to GalR1 C-terminus | AID 651719;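 active means inhibition above the screen-wide average plus 3 SD, cut at about 13% in these data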;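 further: forskolin and galanin both at EC90 stimulate the cells; cAMP rise reported by CNG channel membrane potential dye signal; 0% = forskolin plus galanin with DMSO and 100% = forskolin alone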
Target sequence (O60755 1-299 limits assumed): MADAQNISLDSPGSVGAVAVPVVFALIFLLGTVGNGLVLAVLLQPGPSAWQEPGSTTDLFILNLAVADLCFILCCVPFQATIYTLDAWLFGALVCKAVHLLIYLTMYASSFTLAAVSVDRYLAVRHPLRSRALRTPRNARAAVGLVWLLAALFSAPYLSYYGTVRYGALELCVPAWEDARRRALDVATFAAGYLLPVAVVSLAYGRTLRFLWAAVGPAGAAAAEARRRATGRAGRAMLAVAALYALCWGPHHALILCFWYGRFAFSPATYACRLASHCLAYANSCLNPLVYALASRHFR
CRFBP-R2 agonist = agonists of human CRF-binding protein/CRF-R2 receptor complex; HEK293 CRF-R2/CRF-BP, calcium dye fluorescence (FLIPR); percent of saturating CRF peptide response; 350,000 tested, 0.46% active; AID 588473; activation, % at 13.2 µM;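 active means activation of at least 50%, plus an integration ratio under a set limit after plate pattern correction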;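 further: plate controls were neutral control wells without compound for no effect and CRF at EC100 for full effect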
MEKK3 PB1 HTS = MEKK3-MEK5 PB1 interaction, increase or decrease. binding response (% of control), % at 10 µM. Q99759. 290,000 tested, 1.4% active. bead-based flow cytometry, Alexa488-MEK5 binding to MEKK3; actives lie on both sides; 0 = blocked by unlabeled MEK5, 100 = vehicle;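 active means binding response more than 3 SD above or below the average of its plate-row segment, actives on both sides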;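 further: Alexa488 bead fluorescence after subtracting the streptavidin-only scavenger bead signal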
PHOSPHO1 block = inhibitors of human PHOSPHO1 phosphatase; 290,000 tested, 1.1% active; inhibition, % at 13.3 µM; recombinant PHOSPHO1, absorbance phosphatase assay; Q8TCT1; in the data active means inhibition above about 60%
Target sequence (Q8TCT1 whole entry, looked up): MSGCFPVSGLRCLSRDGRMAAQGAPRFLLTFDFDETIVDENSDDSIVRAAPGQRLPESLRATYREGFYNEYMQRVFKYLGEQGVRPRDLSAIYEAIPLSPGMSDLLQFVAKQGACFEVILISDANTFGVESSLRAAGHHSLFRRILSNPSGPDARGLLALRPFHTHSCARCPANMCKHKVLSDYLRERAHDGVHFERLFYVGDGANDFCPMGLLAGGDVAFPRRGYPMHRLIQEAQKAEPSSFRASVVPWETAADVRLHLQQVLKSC
IDE cell activ = boosts human insulin-degrading enzyme activity in HEK cells. 340,000 tested, 0.073% active. FAbeta-B cleavage, fluorescence polarization; 0% vehicle, 100% cell-free pure enzyme wells. activation, % at 5.96 µM. P14735. AID 493087;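 active means activation above the mean of all tested compounds plus 3 SD, set per screening campaign, cut at about 17% in these data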
pCIP destab = compounds decreasing mouse p/CIP protein stability; Q05BA5; F442A p/CIP-EGFP cells, EGFP fluorescence, 16 h; decrease of EGFP signal, % at 10 µM; 290,000 tested, 0.01% active; AID 1984;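 active means EGFP signal decrease of at least 30% at 10 µM or well 3 SD below plate mean, unless failing retest; inactive means the rest, including hits failing retest or dose response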; further: some compounds called inactive have numbers as strong as hits; many of its hits are not listed in these tables
M4 PAM = CHRM4 positive allosteric modulation; P08173; CHO-K1 hM4/Gqi5, Fluo-8 calcium fluorescence, ACh EC20; 0% = ACh EC20, 100% = maximal ACh; activation, % at 3 µM; 360,000 tested, 0.4% active; AID 624126;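 active means activation above its plate's cutoff, the mean activation of sample wells plus 3 SD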; further: some results filed as inactive read as strong as hits
Target sequence (P08173 whole entry, looked up): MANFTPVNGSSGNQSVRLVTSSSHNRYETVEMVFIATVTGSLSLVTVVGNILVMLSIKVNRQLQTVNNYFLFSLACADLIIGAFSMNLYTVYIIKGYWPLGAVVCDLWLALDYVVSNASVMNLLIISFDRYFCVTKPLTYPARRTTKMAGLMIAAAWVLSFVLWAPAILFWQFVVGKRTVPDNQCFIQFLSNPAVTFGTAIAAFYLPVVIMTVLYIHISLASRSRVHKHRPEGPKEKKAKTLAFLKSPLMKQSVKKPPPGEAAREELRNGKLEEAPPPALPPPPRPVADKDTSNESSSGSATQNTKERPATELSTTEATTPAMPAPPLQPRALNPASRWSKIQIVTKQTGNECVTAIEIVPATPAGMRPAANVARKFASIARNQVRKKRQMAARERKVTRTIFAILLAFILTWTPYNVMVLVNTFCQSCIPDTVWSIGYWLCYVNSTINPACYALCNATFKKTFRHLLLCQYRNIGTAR
CRFR2-BP antag = antagonists of CRF-binding protein/CRF-R2 receptor complex | 350,000 tested, 0.59% active | inhibition, % at 11.8 µM | AID 588475 | HEK293 CRF-R2/CRF-BP, CRF-induced calcium fluorescence;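 active means inhibition of the ligand-induced calcium signal above about 50% at the single tested concentration, limit read from the data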
IDE inh = inhibits human insulin-degrading enzyme in HEK cells. P14735. FAbetaB cleavage, fluorescence polarization. inhibition, % at 5.59 µM. 320,000 tested, 0.41% active. AID 434962;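 active means percent inhibition above the average of all tested compounds plus 3 SD, set per screening campaign, cut at about 16% in these data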;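 further: IDE supplied by intact live HEK cells; FP after avidin binding of uncleaved biotin substrate so inhibition keeps polarization high; 0% = DMSO wells and 100% = 60 µM reference IDE inhibitor Ii1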
Active calls of the source: *. The order is random; overall some 4.2% were active at least once.

Sample of the layout:
What do the screens show for `COc1ccc(N(CC(=O)NCc2cccs2)S(=O)(=O)c2c(C)nn(C)c2C)cc1`?
CRFBP-R2 agonist: -2.3; MEKK3 PB1 HTS: 104; PHOSPHO1 block: 9; IDE cell activ: 3; pCIP destab: -2; M4 PAM: 2; CRFR2-BP antag: -4; IDE inh: -2

How did Cn1ncc([N+](=O)[O-])c1C(=O)Nc1ccccc1C#N do in these assays?
GalR3 antag: -7; CRFBP-R2 agonist: -0.7; M4 PAM: 3; CRFR2-BP antag: 4

The whole of this part, from the first entry:
What do the screens show for `COc1ccc(N(CC(=O)NCc2cccs2)S(=O)(=O)c2c(C)nn(C)c2C)cc1`?
CRFBP-R2 agonist: -2.3; MEKK3 PB1 HTS: 104; PHOSPHO1 block: 9; IDE cell activ: 3; pCIP destab: -2; M4 PAM: 2; CRFR2-BP antag: -4; IDE inh: -2

How did Cn1ncc([N+](=O)[O-])c1C(=O)Nc1ccccc1C#N do in these assays?
GalR3 antag: -7; CRFBP-R2 agonist: -0.7; M4 PAM: 3; CRFR2-BP antag: 4

What do the screens show for `COCC(C)NC(=S)NC(=O)c1cc(S(=O)(=O)N2CCOCC2)ccc1C` (configuration not stated)?
GalR3 antag: -5; CRFBP-R2 agonist: -2.6; MEKK3 PB1 HTS: 100; PHOSPHO1 block: 43; IDE cell activ: 2; pCIP destab: -26; M4 PAM: 4; CRFR2-BP antag: -1; IDE inh: 6

What do the screens show for `c1ccc(COc2ccc(OCCCNC3CCCC3)cc2)cc1`?
GalR3 antag: -7; CRFBP-R2 agonist: 12; MEKK3 PB1 HTS: 108; PHOSPHO1 block: 8; IDE cell activ: 6; pCIP destab: -5; M4 PAM: -18; CRFR2-BP antag: -37; IDE inh: 2

What do the screens show for `O=c1ccc(-c2ccc(S(=O)(=O)Nc3ccc(F)cc3)s2)n[nH]1`?
GalR3 antag: 10; CRFBP-R2 agonist: 0.2; MEKK3 PB1 HTS: 108; PHOSPHO1 block: 21; IDE cell activ: -2; pCIP destab: 3; M4 PAM: 5; CRFR2-BP antag: -24; IDE inh: 4

How did COc1ccc(Cc2nnc(NC(=O)Cc3cccs3)s2)cc1OC do in these assays?
GalR3 antag: 0; CRFBP-R2 agonist: -2.7; MEKK3 PB1 HTS: 100; PHOSPHO1 block: -6; IDE cell activ: 4; pCIP destab: 2; M4 PAM: 1; CRFR2-BP antag: 24; IDE inh: 3

What do the screens show for `CC(=O)c1ccccc1NC(=O)CSc1n[nH]c(=O)n1C1CC1`?
GalR3 antag: -4; CRFBP-R2 agonist: 0.5; IDE cell activ: 0; M4 PAM: 2; CRFR2-BP antag: 7; IDE inh: 2

What do the screens show for `Cc1[nH]nc(Nc2ccccc2)c1[N+](=O)[O-]`?
GalR3 antag: 4; CRFBP-R2 agonist: -0.5; MEKK3 PB1 HTS: 98; PHOSPHO1 block: 14; IDE cell activ: 0; pCIP destab: 21; M4 PAM: -4; CRFR2-BP antag: 8; IDE inh: 6

What do the screens show for `Cc1ccc(NC(=O)COC(=O)C2CSC3(C)CCC(=O)N23)c(C)c1` (configuration not stated)?
GalR3 antag: -5; CRFBP-R2 agonist: 0.7; IDE cell activ: 4; M4 PAM: 3; CRFR2-BP antag: -4; IDE inh: -2

How did CC1Cc2cc(S(=O)(=O)N3CCCC(C(=O)N4CCCCC4)C3)ccc2N1C(=O)C1CC1 (configuration not stated) do in these assays?
GalR3 antag: -11; CRFBP-R2 agonist: -0.3; MEKK3 PB1 HTS: 99; PHOSPHO1 block: 27; IDE cell activ: 4; pCIP destab: 7; M4 PAM: -3; CRFR2-BP antag: 2; IDE inh: 7

Results for CCCCC(=O)NC(c1ccc(OC)c(OC)c1)c1c(O)ccc2ccccc12 (configuration not stated) ?
CRFBP-R2 agonist: -6.0; MEKK3 PB1 HTS: 101; PHOSPHO1 block: -7; IDE cell activ: 7; pCIP destab: 1; M4 PAM: 9; CRFR2-BP antag: -54; IDE inh: 0

What do the screens show for `Cc1cccc(Nc2ccc(C(=O)N3CCOCC3)cn2)c1`?
GalR3 antag: -4; CRFBP-R2 agonist: 0.9; MEKK3 PB1 HTS: 103; PHOSPHO1 block: 1; IDE cell activ: 1; pCIP destab: -12; M4 PAM: -1; CRFR2-BP antag: 18; IDE inh: -5

What do the screens show for `COCCCNC(=S)NNC(=S)Nc1ccc(F)cc1F`?
GalR3 antag: -5; CRFBP-R2 agonist: 0.0; MEKK3 PB1 HTS: 105; PHOSPHO1 block: 83*; IDE cell activ: -4; pCIP destab: -13; M4 PAM: 6; CRFR2-BP antag: 18; IDE inh: -2

How did Cc1nc(SCC(=O)Nc2ccc3c(c2)OCCO3)c2oc3ccccc3c2n1 do in these assays?
GalR3 antag: -1; CRFBP-R2 agonist: 0.8; MEKK3 PB1 HTS: 99; PHOSPHO1 block: 24; IDE cell activ: -1; pCIP destab: -10; M4 PAM: 14; CRFR2-BP antag: 13; IDE inh: 2

What do the screens show for `CCN(CC)c1ccc(NC(=O)c2ccco2)cc1`?
GalR3 antag: -5; CRFBP-R2 agonist: 0.7; MEKK3 PB1 HTS: 100; PHOSPHO1 block: 61*; IDE cell activ: 5; pCIP destab: -6; M4 PAM: 2; CRFR2-BP antag: -11; IDE inh: 0

Results for CC(=Nc1ccc(O)cc1)c1sc2ccccc2c1O ?
GalR3 antag: 0; CRFBP-R2 agonist: 27; MEKK3 PB1 HTS: 110; PHOSPHO1 block: 38; IDE cell activ: -28; pCIP destab: -36; M4 PAM: 1; CRFR2-BP antag: -21; IDE inh: 27*

Results for O=C(NCc1ccc2c(c1)OCO2)C1CCC(=O)N1C1CCCC1 (configuration not stated) ?
GalR3 antag: 1; CRFBP-R2 agonist: 0.2; MEKK3 PB1 HTS: 100; PHOSPHO1 block: 4; IDE cell activ: 4; pCIP destab: 0; M4 PAM: 6; CRFR2-BP antag: 7; IDE inh: -1

How did CCN(CC)CCNC(=O)NC1CCCCC1 do in these assays?
GalR3 antag: -2; CRFBP-R2 agonist: 1.2; MEKK3 PB1 HTS: 102; PHOSPHO1 block: 46; IDE cell activ: 0; pCIP destab: 1; M4 PAM: -11; CRFR2-BP antag: -2; IDE inh: -2

Results for CCOCCn1c(N2CCCC2)nc2c1c(=O)[nH]c(=O)n2C ?
GalR3 antag: -5; CRFBP-R2 agonist: 0.7; MEKK3 PB1 HTS: 107; PHOSPHO1 block: 19; IDE cell activ: 4; pCIP destab: -11; M4 PAM: -3; CRFR2-BP antag: -6; IDE inh: -7

What do the screens show for `O=C1c2ccccc2C(=O)C1c1nccc2ccccc12`?
GalR3 antag: -3; CRFBP-R2 agonist: 0.7; MEKK3 PB1 HTS: 101; PHOSPHO1 block: -23; IDE cell activ: -1; pCIP destab: 1; M4 PAM: 14; CRFR2-BP antag: 14; IDE inh: 5

How did CCOc1ccc(OCC)c(S(=O)(=O)NC2CC(C)(C)NC(C)(C)C2)c1 do in these assays?
GalR3 antag: -1; CRFBP-R2 agonist: -0.8; MEKK3 PB1 HTS: 101; PHOSPHO1 block: 32; IDE cell activ: 8; pCIP destab: 0; M4 PAM: 4; CRFR2-BP antag: -4; IDE inh: -1

How did OCCC1CN(Cc2cccn2-c2ccccn2)CCN1Cc1ccccc1 (configuration not stated) do in these assays?
GalR3 antag: 6; CRFBP-R2 agonist: 0.3; MEKK3 PB1 HTS: 100; PHOSPHO1 block: 1; IDE cell activ: 3; pCIP destab: 3; M4 PAM: -6; CRFR2-BP antag: 1; IDE inh: -1

What do the screens show for `COc1ccc(CN2CCC(N3CC(C)OC(C)C3)CC2)c(OC)c1` (configuration not stated)?
GalR3 antag: -8; CRFBP-R2 agonist: -1.2; MEKK3 PB1 HTS: 94; PHOSPHO1 block: 22; IDE cell activ: -3; pCIP destab: 5; M4 PAM: 1; CRFR2-BP antag: 5

How did CC(C(=O)c1c[nH]c(C(=O)N=CN(C)C)c1)c1ncc(C(F)(F)F)cc1Cl (configuration not stated) do in these assays?
GalR3 antag: -1; CRFBP-R2 agonist: -1.5; MEKK3 PB1 HTS: 93; PHOSPHO1 block: 16; IDE cell activ: -4; pCIP destab: 0; M4 PAM: 4; CRFR2-BP antag: 16; IDE inh: 2

What do the screens show for `O=c1c2c(nc3nc(NCc4cccc5ccccc45)[nH]n13)CCC2`?
GalR3 antag: -3; CRFBP-R2 agonist: -0.3; MEKK3 PB1 HTS: 94; PHOSPHO1 block: 53; IDE cell activ: 5; pCIP destab: 2; M4 PAM: 3; CRFR2-BP antag: -49; IDE inh: 3

What do the screens show for `COc1ccc(C(=O)Nc2c(-c3ccccc3)nc3ccccn23)c(OC)c1`?
GalR3 antag: -5; CRFBP-R2 agonist: -2.6; MEKK3 PB1 HTS: 93; PHOSPHO1 block: 30; IDE cell activ: -4; pCIP destab: -7; M4 PAM: -3; CRFR2-BP antag: 9; IDE inh: 4

What do the screens show for `Cc1ccsc1C(=O)NCC(=O)OCc1ccccc1`?
GalR3 antag: 3; CRFBP-R2 agonist: -1.0; MEKK3 PB1 HTS: 94; PHOSPHO1 block: -32; IDE cell activ: 0; pCIP destab: -16; M4 PAM: 4; CRFR2-BP antag: 1; IDE inh: 1

What do the screens show for `C=CCOc1cccc(C(=O)N2CCCC(Nc3ccc4c(c3)OCCO4)C2)c1` (configuration not stated)?
GalR3 antag: 1; CRFBP-R2 agonist: -2.6; MEKK3 PB1 HTS: 100; PHOSPHO1 block: 14; IDE cell activ: 5; pCIP destab: 0; M4 PAM: 4; CRFR2-BP antag: -5; IDE inh: 4

Results for COC(=O)c1c(C(=O)OC)c(-c2cccc(F)c2)n2c1CS(=O)C2 (configuration not stated) ?
GalR3 antag: -9; CRFBP-R2 agonist: 2.7; MEKK3 PB1 HTS: 106; IDE cell activ: 6; pCIP destab: -4; M4 PAM: -6; CRFR2-BP antag: 4; IDE inh: 2

How did CCCNS(=O)(=O)c1ccc(OCC(=O)NCC2CCCO2)cc1 (configuration not stated) do in these assays?
GalR3 antag: -8; CRFBP-R2 agonist: -0.9; MEKK3 PB1 HTS: 104; PHOSPHO1 block: 18; IDE cell activ: 5; pCIP destab: -1; M4 PAM: -2; CRFR2-BP antag: 0; IDE inh: -1

Results for Cc1cc2nc(CO)[nH]c2cc1C ?
GalR3 antag: -7; CRFBP-R2 agonist: 0.4; MEKK3 PB1 HTS: 88; PHOSPHO1 block: -5; IDE cell activ: 2; pCIP destab: 7; M4 PAM: -3; CRFR2-BP antag: 28; IDE inh: 2

How did CCOC(=O)C1=C(C)NC(=O)NC1c1ccc(OC(C)C(=O)O)c(OC)c1 (configuration not stated) do in these assays?
GalR3 antag: -2; CRFBP-R2 agonist: -1.9; MEKK3 PB1 HTS: 101; PHOSPHO1 block: -28; IDE cell activ: 0; pCIP destab: -1; M4 PAM: 16; CRFR2-BP antag: 0; IDE inh: 3

Results for O=C(c1cnc2nc3ccccc3n2c1)c1cc(F)ccc1O ?
GalR3 antag: -2; CRFBP-R2 agonist: 3.9; MEKK3 PB1 HTS: 100; PHOSPHO1 block: 28; IDE cell activ: -4; pCIP destab: -3; M4 PAM: -2; CRFR2-BP antag: -19; IDE inh: -5

What do the screens show for `CCOC(=O)C1CCN(S(=O)(=O)CCNC(=O)c2ccc3c(c2)OCO3)CC1`?
GalR3 antag: -2; CRFBP-R2 agonist: -0.2; IDE cell activ: 2; M4 PAM: -4; CRFR2-BP antag: -2; IDE inh: -4
